LDHA block: blocks human lactate dehydrogenase A | AID 1347041 | hit rate 0.15% among 480,000 | purified LDHA, NADH/diaphorase-resazurin fluorescence; hits give low values | P00338 | activity change, % (values are at about 110 or 230 µM); in the data active = activity change below about -30%; inconclusive = mostly about -25% to -30%;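 note: plate controls were DMSO wells for no effect and wells without enzyme for full effect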
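Remaining NADH was detected by diaphorase (0.133 mg/mL) converting 37 µM resazurin to fluorescent resorufin, read at 0 and 20 minutes. The preceding 5-minute room-temperature reaction used 2 nM LDHA, 0.2 mM sodium pyruvate and 0.06 mM NADH at pH 7.4.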
12-LOX inh: ALOX12 (human) lipoxygenase inhibition. hit rate 1.1% among 580,000. purified 12hLO, xylenol orange hydroperoxide absorbance. Potency, µM (top dose mostly 108 µM), inactives show at the top dose activity change, negative = inhibition, hits mostly inhibitors. AID 1671190; active = well fitted inhibition curve with a large enough effect; inconclusive = small, poorly fitted or top-dose-only effect, or another doubt; inactive = no such curve, though single readings can be large or run the other way; note: potency is the fitted concentration of half-maximal effect
Target sequence (P18054 whole entry, looked up): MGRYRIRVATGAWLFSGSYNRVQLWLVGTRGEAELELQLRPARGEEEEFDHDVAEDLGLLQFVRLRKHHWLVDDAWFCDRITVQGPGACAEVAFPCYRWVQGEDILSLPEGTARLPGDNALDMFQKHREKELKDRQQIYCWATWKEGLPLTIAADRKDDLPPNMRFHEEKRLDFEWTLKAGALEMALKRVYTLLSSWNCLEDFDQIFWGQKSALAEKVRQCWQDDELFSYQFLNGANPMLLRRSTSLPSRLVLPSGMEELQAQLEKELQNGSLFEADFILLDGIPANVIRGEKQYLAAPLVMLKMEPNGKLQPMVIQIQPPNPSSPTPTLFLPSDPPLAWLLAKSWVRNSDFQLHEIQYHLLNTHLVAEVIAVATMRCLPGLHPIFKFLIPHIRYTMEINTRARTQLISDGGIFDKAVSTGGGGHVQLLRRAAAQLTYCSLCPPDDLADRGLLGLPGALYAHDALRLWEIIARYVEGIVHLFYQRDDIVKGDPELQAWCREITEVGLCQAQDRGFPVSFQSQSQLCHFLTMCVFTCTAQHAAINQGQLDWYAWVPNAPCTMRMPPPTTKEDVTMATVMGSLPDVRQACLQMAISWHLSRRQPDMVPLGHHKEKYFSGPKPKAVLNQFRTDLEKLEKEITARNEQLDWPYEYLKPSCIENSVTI
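Purified human 12hLO (150 nM final) in 25 mM Hepes, 0.01% Triton X-100, pH 7.0 was preincubated 15 min at room temperature with compound. Then 40 uM arachidonic acid was added, 30 min. Hydroperoxide was read by Fe-XO absorbance ratio 573/405 nm.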
* = called active by the depositor; ? = inconclusive; & = joins results of further samples; [ ] = remark or other dose. Unless noted, % is set by controls: 0 for no effect and ±100 for the full control effect.

SMILES	LDHA block	12-LOX inh
Cc1oc2cc(OCC(=O)NCC(O)CO)ccc2c(=O)c1Oc1ccccc1 (stereo unspecified)	-3	-8%
CCOc1ccc(CN(CC)Cc2cc(=O)oc3ccc(OC)cc23)cc1	9	?
O=C(CN1CCc2ccccc21)NC1CCCc2ccccc21 (stereo unspecified)	-1	?
COc1ccc(S(=O)(=O)NC(C)c2ccccc2)cc1-c1noc(C(C)(C)C)n1 (stereo unspecified)	14	5%
O=C(O)c1cnc(-c2ccccc2)[nH]1	1	?
COc1cc(C2CC(=O)N3CN(Cc4ccccc4)CSC3=C2C#N)cc(OC)c1OC (stereo unspecified)	41	?
O=C(CCc1ccccc1)NC1CCN(c2ccccc2S(=O)(=O)C(F)(F)F)CC1	3	-24%
COc1ccccc1C(=O)NCCc1c[nH]c2ccccc12	2	26%
O=C(Nc1oc2ccccc2c(=O)c1-c1ccc(Cl)cc1)c1cccs1	-12	19%
C=CCN(CC=C)C(=O)Nc1cccc(C(=O)NCC)c1	4	13%
O=C(c1cc2ccccc2[nH]1)N1CCc2ccccc2C1	-1	0%
CN(C)c1cccc(C(=O)Nc2cccc(C#N)c2)c1	1	0%
COc1ccc(OC)c(CN2C(=O)CN(S(C)(=O)=O)CC2(C)C(=O)NCc2ccccc2)c1 (stereo unspecified)	5	9%
CSCCC(=O)NCc1ccc(C)s1	1	1%
COc1ccc(-n2nnnc2C(C)(C)Nc2ccc(C(C)C)cc2)cc1OC	5	47%
CN1CCC(NCc2ccccc2)CC1	4	-7%
Cc1ccc(-c2ccc(C(=O)O)s2)cc1	-13	?
Cc1csc(NC(=O)CCc2ncc(-c3ccc(F)cc3F)o2)n1	3	-1%
COCC(C)NC(=O)CSc1nc(-c2ccc(OC)c(OC)c2)cc(C(F)(F)F)n1 (stereo unspecified)	5	57%[activator]
O=C(O)COCCOCC(=O)O	-30*	?
O=C(CN1CCCC1C(=O)Nc1ccc(Cl)cc1Cl)Nc1ccc(F)cc1F (stereo unspecified)	3	?
CC(=O)N1C=Cc2ccccc2C1CC(=O)Nc1cccc(S(=O)(=O)N2CCCCCC2)c1 (stereo unspecified)	-7	?
COc1cccc(CNC(=O)COC(=O)c2c(F)cccc2F)c1	-1	-12%
C=CCSC1=N/C(=C\C=C\c2ccc(OC)cc2)C(=O)S1	5	?
CC(C)N1C[C@@H](C)C(=O)C[C@@H]1C	2	0%
CC(=O)NC(C)c1ccc(C(=O)CSc2nnc(C3CC3)n2Cc2ccccc2)cc1 (stereo unspecified)	-1	-25%
CCOc1ccc2nc(COc3cc(C)cc(C)c3)[nH]c2c1	0	30%[activator]
CCN(C(=O)C(C)S(=O)(=O)Cc1ccccc1Cl)c1ccccc1 (stereo unspecified)	12	4%
CC(C)NC(=O)C(C)n1cnc2c1c(=O)n(C)c(=O)n2C (stereo unspecified)	1	-1%
Cc1ccc(OCc2ccccc2C(=O)O)cc1	-3	-3%
Cc1nc(N2CCOCC2)ncc1-c1cc(=O)[nH]c(N2CCc3ccccc3C2)n1	-1	?
N#Cc1c(N)n[nH]c1CCCNC(=O)c1cn(Cc2ccccc2)nc1-c1cccnc1	0	39%[activator]
N#C/C(=C/c1cc(Br)ccc1OC(F)F)c1ccccn1	11	?
CN(Cc1nc(-c2ccc(OC(F)(F)F)cc2)no1)S(=O)(=O)c1ccc(F)cc1	11	26%
CCc1ccccc1NC(=O)CCS(=O)(=O)c1ccc2c(c1)oc(=O)n2C	12	-4%
O=C(COC(=O)Cc1cccc2ccccc12)Nc1ccc(Cl)cc1	2	?
CCOC(=O)Cc1ccc(NC(=O)N2CCC(CN3CCc4ccccc4C3)CC2)cc1	?	-21%
CCOc1ccc(/C=C(/C#N)C(=O)c2c[nH]c3cc(F)ccc23)cc1	10	-25%
O=C(NCCN1CCOCC1)c1nn2c(C(F)(F)F)cc(-c3ccccc3)nc2c1Br	-1	12%
COc1ccc([C@H]2CC(=O)C[C@@H](CCn3cc(-c4ccccn4)nn3)O2)cc1	3	?
O=C(NCc1ccc(Cl)cc1)c1ncoc1-c1cccs1	8	?
CC1=C(C#N)C(c2cc(Br)ccc2OC(F)F)C(C#N)=C(C)N1	7	-30%
S=C(NCc1ccc(Cl)cc1)Nc1cccc2ccccc12	-1	?
O=C(Nc1ccc2c(c1)OCCO2)C1c2ccccc2OCC(=O)N1CCc1ccccc1 (stereo unspecified)	-14	?
CCNS(=O)(=O)c1cc(C(=O)NC(C)COC)ccc1OC (stereo unspecified)	5	33%[activator]
CCOc1ccc(C(C)=O)c2ccccc12	-5	-8%
CCCCn1nnnc1CSc1nnc(-c2cccnc2)n1-c1ccccc1C	2	-1%
O=C1C=Cc2ccc(Br)c3cccc1c23	6	-10%
CC(Sc1nnnn1C1CC1)C(=O)c1c[nH]c2ccccc12 (stereo unspecified)	0	25%
COc1ccc(C(C)=O)cc1CSCc1coc(-c2ccc(C)cc2C)n1	-4	-37%

Going on with the list.
SMILES	LDHA block	12-LOX inh
Cc1sc(NC(=O)/C=C/c2cccs2)c(C#N)c1C	3	7.9µM*
COc1ccc(C(=O)C(C)Oc2ccccc2Cl)cc1 (stereo unspecified)	4	2%
Cc1cccc(NC(=O)c2cc(-c3ccc(C)o3)nc3ccccc23)c1	6	10µM*
COc1cc(NC(=O)CCc2ccc(-c3ccccc3)o2)c(OC)cc1Cl	12	2%
COC(=O)C1CCN(C(=O)COC(=O)c2cccc3c(=O)c(C)c(-c4ccccc4)oc23)CC1	-1	22%
Cc1ccc(C)c(Cn2c(N3CCC(C(=O)N4CCC(C(N)=O)CC4)CC3)nc3ccccc32)c1	1	2%
O=C1C2CCCN2C(=O)N1Cc1coc(-c2cccc(Cl)c2)n1 (stereo unspecified)	5	-7%
CCCCOc1ccc(NC(=O)c2ccccc2Cl)c2cccnc12	5	40%[activator]
CCN(CC)S(=O)(=O)c1ccc(C(C)NC(=O)c2nn(CC)c(=O)c3ccccc23)cc1 (stereo unspecified)	13	4%
O=C(Nc1cccc(C(F)(F)F)c1)c1noc2c1CCCC2	-1	?
Cc1cc(C2CCCN2Cc2coc(-c3ccccc3)n2)on1 (stereo unspecified)	-4	-19%
c1cc(OCc2nc(-c3ccsc3)no2)cc(-n2cnnn2)c1	1	2%
O=C(NCC1CC1)c1nc(-c2ccc3[nH]ccc3c2)no1	7	-12%
COc1cc(OC)c(NC(=O)CSCc2cc(=O)n3cc(C)ccc3n2)cc1Cl	-1	-17%
CC1CCCN(c2nnc(NC(=O)Nc3ccc(F)c(Cl)c3)s2)C1 (stereo unspecified)	14	20%
CC(C)Oc1ccc(-c2nc(NCc3ccco3)c3ccccc3n2)cc1	4	?
O=C(OCc1ccc(-c2ccccc2)cc1)c1cnccn1	4	-22%
COc1cc(OC)c2c(C)c(CC(=O)Nc3ccc(F)cc3)c(=O)oc2c1	-1	-18%
CCCNC(=O)c1ccccc1NC(=O)c1nc(-c2ccccc2)oc1C	0	4%
Cc1ccc(O)c(NC(=O)c2cc(-c3ccccn3)nc3ccccc23)c1	2	-6%
CCCn1nc(C(=O)Nc2ccc(Br)cc2F)c2ccccc2c1=O	-10	-2%
COC(=O)c1ccn(Cc2ccccc2Br)n1	3	15%
Cc1ccc(CNC(=O)CCc2ncc(-c3ccc(F)cc3)o2)cc1F	-1	21%
C=CCOC(=O)Cn1cnc2c1c(=O)n(C)c(=O)n2C	5	-48%
COc1ccc(Cc2c(-c3ccc(C#N)cc3)nc3c4ccccc4ccn23)c(C)c1	4	0%
COc1cccc(CNC(=O)[C@@H]2CCCN2C(=O)[C@@H]2CCCN2S(=O)(=O)c2ccc(OC)c(C)c2)c1	-1	?
Nc1[nH]c(C(=O)c2ccccc2)c(-c2cccc3ccccc23)c1C(=O)NCc1ccccc1	6	-4%
CCN(CC)CCNC(=O)c1ccsc1	2	-3%
Cc1ccccc1OCCC(=O)Nc1ccc(N2CCOCC2)cc1	6	17%
N#Cc1c2n(c(=O)n(CCOc3ccccc3F)c1=O)CCC2	11	?
COc1ccc2c(C)cc(SCC(=O)N(C)C3CCCCC3)nc2c1	9	3%
COc1ccc(N2Cc3cccc(C(=O)NCc4ccc(C)cc4)c3C2=O)cc1	1	27%
Cc1ccc(C)c(NC(=O)C(C)SCc2nc(-c3ccccc3)oc2C)c1 (stereo unspecified)	7	43%
O=C(Nc1ccccc1Cl)N(Cc1cccc(O)c1)C1CCC(O)CC1 (stereo unspecified)	-6	8%
CCCC(=O)Nc1cc2c(cc1Sc1ccccc1Cl)n(C)c(=O)n2C	10	-4%
O=C(CSCc1nc2ccccc2c(=O)[nH]1)Nc1ccc(O)cc1	10	-16%
C[n+]1cccc(NC(=O)c2ccccc2)c1	-17	?
COc1ccccc1-c1cccc(-c2nc(C(=O)Nc3nccs3)cc3c2[C@@H](CCO)N(C(C)=O)C3)c1	-3	20%
CCN1CCN(c2nc3ccccc3nc2NS(=O)(=O)c2ccc(C)cc2)CC1	7	-4%
CCCCNC(=O)C(C#N)c1nc2ccccc2nc1OC(C)C (stereo unspecified)	2	-3%
CCn1nc(C(=O)OCC(=O)Nc2ccc(N3CCOCC3)cc2)c2ccccc2c1=O	0	?
COc1ccc(OC)c(CC(C(=O)Nc2ccc(F)cc2)c2nn[nH]n2)c1 (stereo unspecified)	-8	-20%
Cc1ccc(OCC(=O)Nc2cccc3cccnc23)cc1C	3	3%
CCOc1ccccc1Oc1c(C)oc2cc(O)ccc2c1=O	-14	?
CCONC(=O)COc1ccc(Nc2ccccc2)cc1	-1	-6%
CC(OC(=O)C12CC3CC(CC(C3)C1)C2)C(N)=O (stereo unspecified)	-2	?
COc1cccc(CNCc2c(C(=O)O)c(C)n(Cc3cc(C)ccc3C)c2C)c1OC	7	-13%
COC(=O)c1cccc(N=Cc2cc(Cl)ccc2O)c1	3	?
Cc1nc2c(oc3ccccc32)c(C)c1C(=O)c1ccc(Cl)cc1	5	-29%
Cc1cc2nc(-c3cccc(NC(=O)c4ccccc4[N+](=O)[O-])c3)oc2cc1C	-2	-1%

Gathered by group: the entries above containing two or more sulfur atoms.
SMILES	LDHA block	12-LOX inh
CSCCC(=O)NCc1ccc(C)s1	1	1%
C=CCSC1=N/C(=C\C=C\c2ccc(OC)cc2)C(=O)S1	5	?
Cc1sc(NC(=O)/C=C/c2cccs2)c(C#N)c1C	3	7.9µM*

Continuation:
SMILES	LDHA block	12-LOX inh
O=C(NCCc1ccc(C(F)(F)F)cc1)c1cccc2ncccc12	2	-2%
COCc1ccc(CNC(=O)/C=C/c2sccc2C)cc1	6	-23%
Cc1cccc(NC(=S)Nc2ccc(N(C)C)cc2)c1	-10	?
CC1COCCN1C(=O)Cc1nn(C)c(=O)c2ccccc12 (stereo unspecified)	-8	31%
COc1ccc(OCCC(=O)Nc2cccc3cccnc23)cc1	2	-1%
CC(Oc1ccc2ccc(=O)oc2c1)C(=O)N1CCc2ccccc21 (stereo unspecified)	3	-20%
COCCCNc1oc(-c2ccc(F)cc2)nc1C#N	2	?
N#C/C(=C\c1ccc(OC(=O)c2ccccc2)cc1)C(=O)Nc1ccccc1C(F)(F)F	-3	5%
CC1CCCCC1NC(=O)c1ccc2c(c1)CCC2 (stereo unspecified)	-7	-37%
CN(CCOC(=O)c1cc(Cl)ccc1Cl)C(C)(C)C	3	?
CCOC(=O)c1[nH]c(C)c(/C(C)=N/O)c1C	4&-11	-3%&1%
Cc1ccc(C2=NO[C@@](CC(=O)O)(C(=O)Nc3c(C)cccc3C)C2)cc1	1	-20%
Cc1nc(C(=O)O)ccc1C#N	-2	?
O=C(Cn1ccc2cc(S(=O)(=O)N3CCCCCC3)ccc21)N1CCC2(CC1)OCCO2	1	12%
Cc1ccc(NC(=O)CCc2ncc(-c3ccc(C)c(C)c3)o2)c(O)c1	10	6%
Cc1cc(=O)oc2c(C)c(OCc3nc(-c4cccc(Cl)c4)no3)ccc12	-5	-26%
CCN(C(=S)Nc1cc(S(=O)(=O)N(C)C)ccc1C)c1cccc2ccccc12	105	?
Cc1cccc(Nc2nc(C(=O)NCCCN3CCOCC3)cs2)c1	-6	13%

Entries shown so far that contain a cyano group:
SMILES	LDHA block	12-LOX inh
COc1cc(C2CC(=O)N3CN(Cc4ccccc4)CSC3=C2C#N)cc(OC)c1OC (stereo unspecified)	41	?
CN(C)c1cccc(C(=O)Nc2cccc(C#N)c2)c1	1	0%
N#Cc1c(N)n[nH]c1CCCNC(=O)c1cn(Cc2ccccc2)nc1-c1cccnc1	0	39%[activator]
N#C/C(=C/c1cc(Br)ccc1OC(F)F)c1ccccn1	11	?
CCOc1ccc(/C=C(/C#N)C(=O)c2c[nH]c3cc(F)ccc23)cc1	10	-25%
CC1=C(C#N)C(c2cc(Br)ccc2OC(F)F)C(C#N)=C(C)N1	7	-30%
Cc1sc(NC(=O)/C=C/c2cccs2)c(C#N)c1C	3	7.9µM*
COc1ccc(Cc2c(-c3ccc(C#N)cc3)nc3c4ccccc4ccn23)c(C)c1	4	0%
N#Cc1c2n(c(=O)n(CCOc3ccccc3F)c1=O)CCC2	11	?
CCCCNC(=O)C(C#N)c1nc2ccccc2nc1OC(C)C (stereo unspecified)	2	-3%
COCCCNc1oc(-c2ccc(F)cc2)nc1C#N	2	?
N#C/C(=C\c1ccc(OC(=O)c2ccccc2)cc1)C(=O)Nc1ccccc1C(F)(F)F	-3	5%
Cc1nc(C(=O)O)ccc1C#N	-2	?

Screening results: PubChem BioAssay, National Center for Advancing Translational Sciences (NCATS)

This is a subset (hit frequency here may not be typical).
